VEEV TC-83 Vero – inhibitors of VEEV TC-83 cytopathic effect, confirmation, Vero cells (AID 588727) | Vero cells, VEEV TC-83 cytopathic effect inhibition; higher % means a stronger effect | one-dose inhibition, % at 20 µM; IC50 in µM for titrated hits | 350,000 tested, 0.13% active; in the data active means a potency from the dose series; inconclusive means inhibition mostly from about 14% at the one dose, without a potency; inactive means the rest, 99 in 100 with inhibition below about 12%; further: strong numbers were not always called active
H37Rv inhibition – M. tuberculosis growth inhibition, HTS (AID 449762); M. tuberculosis H37Rv growth inhibition, 7H9 media; higher % means a stronger effect; 330,000 tested, 0.59% active; one-dose inhibition, % at 25 µM; IC50 in µM for titrated hits; in the data active means a potency from the dose series; inconclusive means inhibition above about 70% without an active follow-up result;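 further: bacterial growth assessed after seven days of incubation; strong numbers were not always called active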
PhoP GFP inhibition – Inhibition of PhoP regulon, Salmonella typhi GFP reporter cells, confirmation, 4 h (AID 1850). Salmonella Typhi PhoP-promoter GFP reporter, fluorescence, 4 h; higher % means a stronger effect. one-dose inhibition, % at 50 µM; IC50 in µM for titrated hits. 310,000 tested, 0.33% active; in the data active means a potency from the dose series; inconclusive means inhibition mostly from about 25% at the one dose, without a potency; inactive means the rest, 99 in 100 with inhibition below about 19%;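 further: 0% = induced wells with vehicle and 100% = uninduced wells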
H1N1 NS1A inhibition – NS1A inhibition, H1N1 influenza, cell based functional assay (AID 504329). NS1A functional cell-based assay, percent inhibition; higher % means a stronger effect. 340,000 tested, 0.3% active. inhibition, % at 12.5 µM, or IC50 in µM where a hit was titrated; in the data active means a potency from the dose series; inconclusive means inhibition above about 27% without an active follow-up result; further: strong numbers were not always called active
M. tuberculosis – growth inhibition of non-replicating M. tuberculosis (AID 488890). Mycobacterium tuberculosis non-replicating, growth inhibition; higher % means a stronger effect. inhibition, % at 25 µM, or IC50 in µM where a hit was titrated. 320,000 tested, 0.39% active; in the data active means a potency from the dose series; inconclusive means inhibition mostly from about 82% at the one dose, without a potency; inactive means the rest, 99 in 100 with inhibition below about 76%;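 further: plate controls were DMSO cells for no effect and high antibiotic wells for full effect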
VEEV TC-83 Vero 10K pilot screen – further read-out of VEEV TC-83 Vero, marked with its call; inhibition, %; measured here: 10K pilot screen inhibition
Starred values were filed as active, the others as inactive; i = inactive; u = inconclusive; x = not tested or not shown.

SMILES	VEEV TC-83 Vero	H37Rv inhibition	PhoP GFP inhibition	H1N1 NS1A inhibition	M. tuberculosis	others
CC(O)Cn1cnc2c1c(=O)n(C)c(=O)n2C (configuration not stated)	1.3%	2%	0%	2%	0%
O=C(COC(=O)CCS(=O)(=O)c1ccc(Cl)cc1)Nc1ncc(Cl)cc1Cl	i	-5%	-7%	-14%	10%
Cc1ccn2c(NCc3ccccc3)c(-c3cccc(SC4CCCCC4)c3)nc2c1	i	10%	x	2%	18%	VEEV TC-83 Vero 10K pilot screen=0.0
CCOC(=O)C1CCN(CC(=O)Nc2c(C(=O)OC)[nH]c3cccc(Cl)c23)CC1	4.0%	-6%	-2%	27%	7%
Cc1c(N=C2SCC(=O)N2c2c(C)n(C)n(-c3ccccc3)c2=O)c(=O)n(-c2ccccc2)n1C	0.4%	0%	3%	6%	-2%
O=C(COC(=O)c1ccccc1Cl)NCCC1=CCCCC1	1.5%	u	2%	8%	i
CCCSc1ccc([C@H]2N[C@@](CC(C)C)(C(=O)OC)[C@H]3C(=O)N(CC)C(=O)[C@@H]23)cc1	1.7%	-2%	x	6%	6%
CCOC(=O)c1cc(C(O)(C(F)(F)F)C(F)(F)F)c(/N=C/N(C)C)o1	i	-4%	4%	2%	5%
CCN(Cc1cc2ccccc2[nH]c1=O)C(=O)C(C)C	i	-5%	3%	1%	1%
O=C(O)C1CC(=O)N(Cc2ccc(F)cc2)C1 (configuration not stated)	0.1%	1%	9%	2%	-5%
Cc1cccc(C)c1NC(=O)CSc1nnc(NC(=O)c2ccccc2C(=O)O)s1	1.3%	-1%	0%	-11%	-11%
CC(=O)N1C=CN(C(C)=O)C(c2cn(C)c3ccccc23)C1c1cn(C)c2ccccc12 (configuration not stated)	6.6%	1%	4%	5%	42%
c1ccc(CN2CCN(Cc3cn4cccnc4n3)CC2)cc1	2.1%	-2%	8%	-6%	-13%
COc1ccc(C(C)NC(=O)c2ccccc2Br)cc1OC (configuration not stated)	i	5%	-8%	9%	-1%
COc1ccc2c(C)c(CC(=O)N3CCN(C(=O)C4COc5ccccc5O4)CC3)c(=O)oc2c1 (configuration not stated)	2.5%	-2%	-5%	16%	-1%
COc1ccc(/C(N)=N/OC(=O)CC2CCCCC2)cc1OC	7.9%	-5%	-8%	-7%	10%
Cc1csc(SCC(=O)NCc2cccc(Cl)c2)n1	3.1%	-3%	1%	-7%	48%
O=C1C=C(O)c2c(O)cccc2C1=O	x	-7%	23%	x	-5%
Cc1cccc(-c2noc(-c3ccccc3C(=O)NCC3CCCO3)n2)c1 (configuration not stated)	7.4%	7%	-8%	-3%	68%
CCN(CC)CCCN1C(=O)C(=O)/C(=C(/O)c2cc(C)ccc2C)C1c1cccnc1 (configuration not stated)	i	-13%	0%	-3%	-4%
CCCCCCCOc1ccc(C2(C)NC(=O)NC2=O)cc1 (configuration not stated)	0.6%	-2%	6%	1%	20%
COc1ccc(C(=O)n2nc(C)cc2Nc2ccccc2)cc1	3.7%	-2%	-18%	4%	25%
COc1cc(/C=N/N2CCN(C3c4ccccc4-c4ccccc43)CC2)ccc1O	5.2%	2%	-2%	-76%	0%
Cc1ccc(NC(=O)CNC(=O)c2ccc(Oc3ccccc3)cc2)nc1	0.9%	20%	-3%	-14%	16%

5 entries from above, sorted by count of non-hydrogen atoms, ascending:
SMILES	VEEV TC-83 Vero	H37Rv inhibition	PhoP GFP inhibition	H1N1 NS1A inhibition	M. tuberculosis	others
Cc1csc(SCC(=O)NCc2cccc(Cl)c2)n1	3.1%	-3%	1%	-7%	48%
CCCCCCCOc1ccc(C2(C)NC(=O)NC2=O)cc1 (configuration not stated)	0.6%	-2%	6%	1%	20%
c1ccc(CN2CCN(Cc3cn4cccnc4n3)CC2)cc1	2.1%	-2%	8%	-6%	-13%
Cc1cccc(-c2noc(-c3ccccc3C(=O)NCC3CCCO3)n2)c1 (configuration not stated)	7.4%	7%	-8%	-3%	68%
COc1cc(/C=N/N2CCN(C3c4ccccc4-c4ccccc43)CC2)ccc1O	5.2%	2%	-2%	-76%	0%

Continued.
SMILES	VEEV TC-83 Vero	H37Rv inhibition	PhoP GFP inhibition	H1N1 NS1A inhibition	M. tuberculosis	others
Cc1cc(NC(=O)CSc2nnc(-c3ccncc3)n2-c2ccccc2)no1	0.2%	-2%	-3%	-7%	-6%
CC(C)(C)OC(=O)C[C@@H]1C/C=C\C[C@@H](CC(=O)NCCO)C(=O)N[C@H](C(C)(C)C)COC1=O	0.8%	1%	x	7%	7%
O=C(NCc1cccc(F)c1)c1cccc2c1C(=O)c1ccc(Cl)cc1S2(=O)=O	0.3%	-3%	x	17%	-2%
O=C(NCC1CCCO1)c1ccc(Cl)c(F)c1F (configuration not stated)	i	-11%	-8%	21%	x
O=c1c(Cc2ccc(F)cc2)c(O)ccn1C1CCCCC1	0.2%	29%	-1%	3%	5%
COC(=O)CC1=Nc2ccccc2NC(=O)C1	5.5%	1%	13%	0%	8%
CC(C)(C)[C@H]1COC(=O)[C@H](NC(=O)OCC2c3ccccc3-c3ccccc32)C/C=C\C[C@@H](CC(=O)N[C@H](CO)Cc2ccccc2)C(=O)N1	1.6%	1%	x	4%	64%
CCC(=Nc1cccc(C(F)(F)F)c1)c1c(O)n(C)c(=O)n(C)c1=O	i	-1%	1%	-21%	x
CC(=O)C1=C(O)C(=O)N(Cc2ccco2)C1c1cccc(F)c1 (configuration not stated)	0.5%	12%	-23%	-3%	6%
CCN(C(=O)COC(=O)CCNS(=O)(=O)c1ccccc1F)c1c(N)n(Cc2ccccc2)c(=O)[nH]c1=O	4.3%	0%	x	-4%	2%
CCC(NC(=O)CCl)c1ccc(C)cc1 (configuration not stated)	9.5%	u	2%	-2%	73%
CCCCNc1nc2c(c(=O)n(C)c(=O)n2C)n1Cc1cccc(OC)c1	2.4%	-8%	-5%	6%	27%

Pulled by compound from the entries so far:
SMILES	VEEV TC-83 Vero	H37Rv inhibition	PhoP GFP inhibition	H1N1 NS1A inhibition	M. tuberculosis	others
O=C1C=C(O)c2c(O)cccc2C1=O	x	-7%	23%	x	-5%
COc1ccc2c(C)c(CC(=O)N3CCN(C(=O)C4COc5ccccc5O4)CC3)c(=O)oc2c1 (configuration not stated)	2.5%	-2%	-5%	16%	-1%

The listing picks up; the 5 compounds before the break are reprinted first.
SMILES	VEEV TC-83 Vero	H37Rv inhibition	PhoP GFP inhibition	H1N1 NS1A inhibition	M. tuberculosis	others
CCC(=Nc1cccc(C(F)(F)F)c1)c1c(O)n(C)c(=O)n(C)c1=O	i	-1%	1%	-21%	x
CC(=O)C1=C(O)C(=O)N(Cc2ccco2)C1c1cccc(F)c1 (configuration not stated)	0.5%	12%	-23%	-3%	6%
CCN(C(=O)COC(=O)CCNS(=O)(=O)c1ccccc1F)c1c(N)n(Cc2ccccc2)c(=O)[nH]c1=O	4.3%	0%	x	-4%	2%
CCC(NC(=O)CCl)c1ccc(C)cc1 (configuration not stated)	9.5%	u	2%	-2%	73%
CCCCNc1nc2c(c(=O)n(C)c(=O)n2C)n1Cc1cccc(OC)c1	2.4%	-8%	-5%	6%	27%
CCOc1cc(C(=O)NCCC(=O)N2CCC3(CC2)NCCc2[nH]cnc23)cc(OCC)c1OCC	3.4%	6%	7%	-7%	-7%
COc1n[nH]c(C(=O)Nc2cc(F)ccc2C)c1[N+](=O)[O-]	1.1%	-4%	0%	-3%	i
CCOC(=O)c1cccnc1SC(CC)C(=O)NCc1ccco1 (configuration not stated)	i	-12%	-5%	6%	1%
COCCNC(=O)CSc1nc2sc(C)c(C)c2c(=O)n1-c1ccccc1	i	0%	-14%	x	1%
O=C(CSc1ccc(-c2ccccn2)nn1)NCc1ccc(Cl)cc1	1.2%	-7%	12%	42µM*	u
COC(=O)COc1cccc(NC(=O)C(c2ccccc2)c2ccccc2)c1	i	-1%	4%	-7%	3%
Cc1cccc(CN2CCN(Cc3cccc4nonc34)CC2CCO)n1 (configuration not stated)	1.2%	-13%	11%	-9%	-13%	VEEV TC-83 Vero 10K pilot screen=0.6
CCOc1ccccc1NC=C1C(=O)OC2(CCCCC2)OC1=O	2.3%	-5%	-14%	-5%	10%
O=C(CSC1=NCCN1)NC1CCCCCC1	0.7%	-2%	14%	-2%	36%
C/C(=N\NC(=O)c1ccccc1)c1c(O)n(Cc2ccccc2)c(=O)[nH]c1=O	0.3%	-5%	3%	x	43%
CC1CCCN(CCCOc2ccccc2-c2ccccc2)C1 (configuration not stated)	0.2%	x	x	0%	x
COc1ccccc1C(=O)NC(=O)CSc1cccc[n+]1[O-]	0.4%	5%	-2%	-5%	1%
O=c1c2c3c(sc2nc(NCCO)n1-c1ccccc1)CCCC3	1.6%	1%	5%	-2%	4%
CC(=O)Nc1c(C(=O)N2CCCCCC2)cnn1-c1ccccc1	0.8%	2%	3%	-2%	-2%
CC(=O)Nc1ccc(CN2CCCC(CCC(=O)NCc3ccccc3F)C2)cc1 (configuration not stated)	1.5%	0%	-10%	3%	18%
CC(C)c1ccc(C(C(=O)NC2CCCCC2)N(C(=O)c2csnn2)C2CC2)cc1 (configuration not stated)	0.4%	15%	-16%	3%	-6%
COC(=O)[C@@H](NC(=O)NCc1cccs1)C(C)C	0.3%	-9%	4%	-7%	-6%
CCS(=O)(=O)CCSc1nc2c(cc1C#N)CCCC2	1.4%	-3%	11%	8%	9%
Cc1ccc(NC(=O)Cn2nc([N+](=O)[O-])c(Br)c2C)cc1C	0.6%	-1%	0%	6%	5%
O=[N+]([O-])c1cccc(-c2nc(-c3ccncc3)no2)c1	2.9%	-2%	4%	13%	x
Nc1c(-c2ccccc2)c(CN2CCOCC2)nn1-c1ccc(F)cc1	0.6%	5%	-5%	-8%	19%
O=C(NC1(C(F)(F)F)N=C(c2ccccc2)NC1=O)c1ccccc1 (configuration not stated)	0.4%	13%	-11%	-1%	-9%
CCOC(=O)CC(=O)CSc1nc(N)c(C#N)c(-c2ccc(F)cc2)c1C#N	1.8%	2%	1%	7%	19%	VEEV TC-83 Vero 10K pilot screen=1.0
COc1cc(O)oc1C=Nc1ccc(C(=O)O)cc1	i	4%	-11%	15%	-11%
Cc1ccc(NC(=O)c2sc(N)nc2-c2ccc([N+](=O)[O-])cc2)c(C)c1	1.6%	6%	2%	12%	8%
COC(=O)c1cc(C(=O)Nc2nnc(C3CC3)s2)cc([N+](=O)[O-])c1	1.9%	1%	3%	3%	12%
COc1ccc(NC(=O)Nc2ccc(OCC(=O)N3CCOCC3)cc2)cc1OC	1.4%	0%	0%	-2%	-18%
CCCCn1c(N)c(N2CCOCC2)c(=O)n(CC(=O)NCCc2ccccc2)c1=O	0.6%	3%	8%	3%	-12%
O=C(c1ccc(CNc2c(N3CCCC3)c(=O)c2=O)cc1)N1CCc2ccccc2C1	1.7%	u	6%	-7%	x
CCCN(c1ccc(C)cc1)c1nc(=O)c2cccnc2s1	i	2%	7%	x	21%
COC(=O)c1csc(S(=O)(=O)N2CCCCC2)c1OC	9.8%	7%	-4%	9%	-6%
COc1ccc(CCNC(=O)COC(=O)C2CC2)cc1	0.8%	-1%	-14%	-1%	60%
COc1ccc(NC(=S)NC(=O)/C=C/c2ccc(F)cc2)cc1	i	10%	9%	-9%	79%
CC1(C)COC(c2ccc3c(c2)OCO3)OC1	0.8%	x	x	5%	x

Compounds were not picked by outcome; overall some 1.4% were active at least once.
